# Compound activity deposited in PubChem by National Center for Advancing Translational Sciences (NCATS).
# aSyn yeast rescue = alpha-synuclein toxicity suppression in yeast. S. cerevisiae alpha-synuclein toxicity rescue, BacTiter-Glo growth, 24 h. Potency, µM (highest dose often 46.1 µM), for the others: top-dose growth rescue (activation), usual class: activators. 0.02% of 94,000 active; active means well fitted activation curve with a large enough effect; further: 0% is about no effect
#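 Growth restoration measured by BacTiter-Glo luminescence after 24 hr at 30 deg C; alpha-synuclein yeast, raffinose-pregrown to mid-log, were added at OD600=0.02 in galactose medium onto pinned compounds.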
# * = called active by the depositor; [ ] = remark or other dose. Potency means the concentration at half of the fitted maximal effect. This is a subset; the hit share may differ from the screen's.
SMILES,aSyn yeast rescue
COc1cc(N/C(N)=N/c2nc(C)cc(C)n2)cc(OC)c1,2%
Nc1nc(CCl)nc(N(c2ccccc2)c2ccccc2)n1,12%
O=c1c2c3nc4ccccc4nc3n(/N=C/c3ccccn3)c2ncn1-c1ccccc1,-12%
CCCC(c1nnnn1C(C)(C)C)N1CCN(c2ccccc2)CC1 (stereo not given),1%
O=C(O/N=C1/CCCc2occc21)c1ccc(Cl)cc1Cl,-6%
CC(C)(C)NC(=O)NC(=O)CN1CCN(S(=O)(=O)c2ccc3c(c2)OCCO3)CC1,8%
O=C(Nc1ccccn1)C1CCN(S(=O)(=O)c2ccc(Cl)cc2)CC1,11%
COc1ccc(Cl)cc1NC(=O)CC1CCCC1,6%
CCOc1ccccc1NC(=O)c1cccc2c1C(=O)N(CCOC)C2,-7%
Cc1ccc(CNC(=O)CN2Cc3ccccc3C2=O)cc1,4%
O=C1Nc2c(c(=O)[nH]c(=O)n2-c2ccc(Cl)cc2)C1(NS(=O)(=O)c1ccccc1)C(F)(F)F (stereo not given),6%
CCC(C(=O)Nc1ccccc1OC)n1nc(C)c2sc3ccccc3c2c1=O (stereo not given),6%
CC(C1CC2CCC1C2)N1CC(O)=C(c2nc3ccccc3[nH]2)C1=N (stereo not given),6%
COc1ccc(CCNC(=O)CCn2c(=O)c3cccn3c3cccnc32)cc1OC,-9%
O=C(c1ccccc1Cl)n1nc(-c2cccnc2)nc1NCc1ccc(F)cc1,-12%
CCOCCCNC(=O)c1c(NC(=O)c2cc(=O)c3ccccc3o2)sc2c1CCC2,7%
COc1ccc(N2CCN(S(=O)(=O)c3c(C)nc4scc(C)n4c3=O)CC2)cc1,-41%[inhibitor]
COc1ccc(NC(=O)CSc2nc3ccccc3n2CC(=O)N2CCCC(C)C2)cc1 (stereo not given),-1%
CCOc1ccc(/C=C/c2nc(C#N)c(NCCCN(C)C)o2)cc1,3%
Cc1cccc(C)c1OCCn1c(C2CC(=O)N(Cc3ccc(F)cc3)C2)nc2ccccc21 (stereo not given),9%
COc1ccccc1N1CCN(C(=O)CCn2cnc3onc(-c4ccc(F)cc4)c3c2=O)CC1,9%
CCN(CC)C(=O)C1=C(C)N(Cc2ccc(F)cc2)C(=O)C(CC(=O)NC2CCCCC2)C1 (stereo not given),-1%
c1ccc(CN2CCN(CCOCCOc3cccc4ccccc34)CC2)cc1,0%
Cc1csc2ncc(C(=O)NC(C)c3ccccc3)c(=O)n12 (stereo not given),4%
Cc1ccc(N2C(=O)C3NN=C(C(=O)OCc4ccccc4)C3C2=O)cc1 (stereo not given),-9%
CCCNC(=O)CCn1nc(-c2ccccc2)c2ccccc2c1=O,3%
COc1ccc(-c2noc(-c3ccc(NC4CCCCC4)c([N+](=O)[O-])c3)n2)cc1OC,8%
CCc1ccc(N2CC(C(=O)N/N=C/c3cc([N+](=O)[O-])ccc3O)CC2=O)cc1 (stereo not given),-5%
COc1ccc(N(C)S(=O)(=O)c2cccc(C(=O)OCC(=O)Nc3cc(C)ccc3OC)c2)cc1,6%
COc1ccccc1NC(=O)C1=C(C)Nc2nc3ccccc3n2C1c1ccccc1Cl (stereo not given),-7%
CC(NS(=O)(=O)c1cccc(Cl)c1F)[C@H](O)c1ccccc1 (stereo not given in full),14%
CCOCCCNC(=O)c1ccc(-n2c(-c3ccccc3)cc3c2CCC(C)C3)cc1 (stereo not given),5%
Cc1ccc(S(=O)(=O)c2cn(C)c3cc(N4CCCCCC4)c(F)cc3c2=O)cc1,9%
Cc1ccc(NC(=O)Nc2ccc3nc(N4CCN(C)CC4)cc(C)c3c2)cc1C,-9%
COc1ccc(CN2COc3ccc4c(C)cc(=O)oc4c3C2)cc1,-8%
COc1ccc(C2=NS(=O)(=O)N(C)C(C(=O)N3CCC(C)CC3)=C2)cc1,-2%
COC(=O)c1scc(C)c1NC(=O)c1ccccc1F,1%
Cc1cccc(C2CC(c3ccccc3)Nc3ncnn32)c1 (stereo not given),-9%
CCn1c(SCC(=O)Nc2cccc(O)c2)nc2c1c(=O)n(C)c(=O)n2C,-7%
COc1ccccc1N1CCN(C(=O)CSc2n[nH]c(-c3ccccc3Cl)n2)CC1,5%

# A run of entries taken from the entries so far, as a working copy:
SMILES,aSyn yeast rescue
Cc1ccc(N2C(=O)C3NN=C(C(=O)OCc4ccccc4)C3C2=O)cc1 (stereo not given),-9%
CCCNC(=O)CCn1nc(-c2ccccc2)c2ccccc2c1=O,3%
COc1ccc(-c2noc(-c3ccc(NC4CCCCC4)c([N+](=O)[O-])c3)n2)cc1OC,8%
CCc1ccc(N2CC(C(=O)N/N=C/c3cc([N+](=O)[O-])ccc3O)CC2=O)cc1 (stereo not given),-5%
COc1ccc(N(C)S(=O)(=O)c2cccc(C(=O)OCC(=O)Nc3cc(C)ccc3OC)c2)cc1,6%
COc1ccccc1NC(=O)C1=C(C)Nc2nc3ccccc3n2C1c1ccccc1Cl (stereo not given),-7%
CC(NS(=O)(=O)c1cccc(Cl)c1F)[C@H](O)c1ccccc1 (stereo not given in full),14%
CCOCCCNC(=O)c1ccc(-n2c(-c3ccccc3)cc3c2CCC(C)C3)cc1 (stereo not given),5%
Cc1ccc(S(=O)(=O)c2cn(C)c3cc(N4CCCCCC4)c(F)cc3c2=O)cc1,9%
Cc1ccc(NC(=O)Nc2ccc3nc(N4CCN(C)CC4)cc(C)c3c2)cc1C,-9%
COc1ccc(CN2COc3ccc4c(C)cc(=O)oc4c3C2)cc1,-8%
COc1ccc(C2=NS(=O)(=O)N(C)C(C(=O)N3CCC(C)CC3)=C2)cc1,-2%
COC(=O)c1scc(C)c1NC(=O)c1ccccc1F,1%
Cc1cccc(C2CC(c3ccccc3)Nc3ncnn32)c1 (stereo not given),-9%
CCn1c(SCC(=O)Nc2cccc(O)c2)nc2c1c(=O)n(C)c(=O)n2C,-7%
COc1ccccc1N1CCN(C(=O)CSc2n[nH]c(-c3ccccc3Cl)n2)CC1,5%

# The results go on:
SMILES,aSyn yeast rescue
CCN(CC)CCOC(=O)c1ccc(NC(=O)c2cc3cc(OC)ccc3oc2=O)cc1,-8%
Cc1ccc(NC(=O)CC2Sc3ccccc3NC2=O)c(C)c1 (stereo not given),-1%
Brc1cccc(CNc2nc3ccccc3n2CCN2CCOCC2)c1,14%
Cc1c(Cl)cccc1NC(=O)CN1C(=O)c2ccccc2Sc2ncccc21,-10%
Cc1cc(C)cc(NC(=O)CCn2ccnc2)c1,-4%
CCOc1ccccc1NC(=O)Cn1c(=O)n(-c2ccc(C)c(C)c2)c(=O)c2oc3ccccc3c21,5%
CCN(CC)CCOC(=O)c1ccc(NC(=O)c2cc3cccc(OC)c3oc2=O)cc1,4%
CC(=O)N1c2ccc(S(=O)(=O)NCC3CCC(C(=O)Nc4cc(C)cc(C)c4)CC3)cc2CC1C (stereo not given),-3%
CNC(=O)c1ccsc1NC(=O)CCS(=O)(=O)c1ccc(F)cc1,-1%
COc1cccc(CN(C)S(=O)(=O)c2cccs2)c1,13%
COc1ccc(C)cc1NC(=O)Cn1c(=O)oc2cc(S(=O)(=O)N3CCCCCC3)ccc21,4%
CCCN(CCC)C(=O)C1CCCN(c2ncnc3c2nc2n3CCCCC2)C1 (stereo not given),-3%
CC1CCCN(C(=O)CSc2nnc(-c3ccc(O)cc3)o2)C1 (stereo not given),-8%
O=C(N/N=C/c1c(O)n(-c2ccc(Cl)cn2)c(=O)c2ccccc12)C1CC1,1%
CCOc1ccc(N(CC(=O)Nc2cc(C)ccc2C)S(=O)(=O)c2c(C)[nH]c(=O)[nH]c2=O)cc1,3%
Cc1ccc(S(=O)(=O)N2CCC(C(=O)Nc3ccc(Oc4ccccc4)cc3)CC2)cc1,2%
COCCCN1Cc2cccc(C(=O)O)c2C1=O,1%
CN(CC(=O)Nc1c(Cl)cccc1Cl)C(=O)c1cc2ccccc2cc1O,-2%
CCOc1ccccc1NC(=O)CCNC(=O)N1CC(=O)Nc2ccccc21,-9%
COC(=O)COc1ccc(C2Nc3c(Cl)ccc(C(=O)O)c3C3C=CCC32)cc1 (stereo not given),-11%
O=C(CCC(=O)NNC(=O)c1ccc([N+](=O)[O-])cc1)NCc1ccccc1,-6%
S=C(NCCc1ccncc1)Nc1ccccc1,3%
O=C(NCCOc1ccc(F)cc1)C1CCC(=O)N(Cc2ccc(Cl)cc2)C1 (stereo not given),14%
Cc1ccc(Cl)cc1NC(=O)c1cnc(N2CCCCC2)c2ccccc12,-13%
CCOc1cc(CNC(=O)Cn2ncn3c(cc4cc(F)ccc43)c2=O)cc(OCC)c1OCC,7%
COc1ccc(NC(=S)NC(=O)CC(C)C)c(OC)c1,-5%
Cc1ccc(N2CC(C(=O)NCCS(=O)(=O)N3CCN(c4ccccc4)CC3)CC2=O)cc1C (stereo not given),-9%
CCOc1ccc(S(=O)(=O)N2CCN(C(=O)c3ccccc3Cc3ccccc3)CC2)cc1,6%
Cc1c(Cl)cccc1NC(=O)CN1C(=O)COc2ccc(S(=O)(=O)N3CCOCC3)cc21,-2%
CC(=O)c1ccc(NC(=O)Cn2c(-n3nc(C)cc3C)nc(C)cc2=O)cc1,5%
O=C(NC(c1ccccc1)c1ccccc1)c1ccc(=O)[nH]n1,14%
CC1CN(C(=O)c2ccc(S(=O)(=O)Nc3ccccc3F)cc2)CC(C)O1 (stereo not given),-2%
CCC(C)NC(=O)Cn1c(-c2cccs2)cc2cc(Cl)ccc21 (stereo not given),6%
COc1cc(CNC(=O)C2CCCCN2S(=O)(=O)c2ccc(F)cc2)cc(OC)c1OC (stereo not given),-3%
Cc1cc2c(cc3c(=O)n(CC(=O)NCc4ccccc4Br)ncn32)s1,3%
Cc1cc(C)cc(Nc2sc(C(=O)c3ccccc3)c(N)c2S(=O)(=O)c2ccccc2)c1,13%
CCn1cc2nc(SCC(=O)Nc3cccc(Cl)c3C)n(Cc3ccc(Cl)cc3)c(=O)c2n1,4%
CCOc1ccc(C2c3c(-c4ccc(C)cc4)n[nH]c3C(=O)N2c2ccc(Cl)cc2)cc1 (stereo not given),12%
CC(=O)Nc1nonc1-c1nnc(SCc2ccccc2Cl)n1C,6%
CCC(C)n1c(SCc2ccc(C(C)(C)C)cc2)nc2ccsc2c1=O (stereo not given),5%
CCCCn1c(Oc2cccc(C(=O)OC)c2)nc2c1c(=O)n(C)c(=O)n2C,0%
C=CCOc1c(Br)cc(C2C3=C(CCCC3=O)N(C)C3=C2C(=O)CCC3)cc1OCC,-13%
O=C(Nc1ccc2ccccc2c1)c1ccccc1Cl,0%
CC1CCCN(C(=O)CCNS(=O)(=O)c2ccc(Br)cc2)C1 (stereo not given),-3%
COc1ccc(NC(=O)Cn2ccc3c(OC)cccc3c2=O)cc1,1%
COc1ccc(CN(CC2CCCO2)S(=O)(=O)c2ccc(-n3cnnn3)c(OC)c2)cc1 (stereo not given),13%
N#CCCN1CCN(S(=O)(=O)c2ccc(S(=O)(=O)N3CCOCC3)cc2)CC1,-1%
CCOC(=O)c1nn(-c2ccc(C)cc2)c(=O)cc1OCC(=O)Nc1cccc(OC)c1,-1%
Cc1ccc(N(CC(=O)N2CCN(c3ccc(F)cc3)CC2)S(=O)(=O)c2c(C)nn(C)c2C)cc1,6%
CCCCOC(=O)c1ccc(OC(=O)c2sc3ncn(Cc4cccc(F)c4)c(=O)c3c2C)cc1,1%

# Fetched by compound from the list above, 2 records:
SMILES,aSyn yeast rescue
CCCCOC(=O)c1ccc(OC(=O)c2sc3ncn(Cc4cccc(F)c4)c(=O)c3c2C)cc1,1%
O=C(Nc1ccc2ccccc2c1)c1ccccc1Cl,0%

# Following part
SMILES,aSyn yeast rescue
CCc1nc2nc(C)cc(Nc3ccc(OC)cc3)n2n1,9%
CC1CCCCC1NC(=O)C1CCN(S(=O)(=O)c2cccc3nonc23)CC1 (stereo not given),9%
CC(C)OP(=O)(OC(C)C)C(Nc1ccccc1)c1cccc([N+](=O)[O-])c1 (stereo not given),11%
COc1cc(Br)cc2cc(S(=O)(=O)c3ccccc3)c(=O)oc12,-3%
CCOc1ccc2nc(SCC(=O)Nc3ccc(F)cc3)nc(-c3ccccc3)c2c1,-14%
CCOC(=O)c1cccc(NC(=O)CC2C(=O)N(c3ccc(F)cc3)C(=O)N2Cc2cccc(OC)c2)c1 (stereo not given),8%
COc1cccc(CNc2nc3nc(C)c(Cl)c(=O)n3[nH]2)c1,8%
COc1ccc(-c2cc(=O)oc3c4c(ccc23)OCN(Cc2cccc(OC)c2)C4)cc1,-4%
CC(C)(C)c1ccc(Cn2c(=O)cnc3ccccc32)cc1,15%
CCOc1ccccc1CNC(=O)CC(C)n1ccc(C)n1 (stereo not given),-5%
CCn1c(C)cc(C(=O)COC(=O)CNC(=O)c2ccco2)c1C,-5%
COCc1cc(N2CCN(c3ccccc3F)CC2)nc(-c2ccccc2)n1,17%
CC1(C2CC2)NC(=O)N(CC(=O)Nc2ccccc2C#N)C1=O (stereo not given),0%
CCC(C)N(C)C1CCN(C(=S)Nc2cccc(OC)c2)CC1 (stereo not given),-1%
O=C(Nc1cccc(C(=O)O)c1)/C(=C\c1ccco1)NC(=O)c1ccccc1,-6%
COc1ccc(NC(=O)C2CC(=O)N/C(=N/N=C/c3ccccc3)S2)cc1 (stereo not given),0%
COc1ccc2c(Sc3ccccc3)c(C(=O)NCc3ccc(OC(C)C)cc3)[nH]c2c1,-4%
CN(C)c1ccc(CNC(=O)c2cc3cc(S(=O)(=O)N4CCCCC4)ccc3n2C)cc1,4%
COc1ccc(N2CCN(Cc3nc4c(c(=O)[nH]c(=O)n4C)n3Cc3ccc(Cl)cc3)CC2)cc1,-5%
NC(=O)C1CCN(C(=O)c2ccc([N+](=O)[O-])cc2NC(=O)c2cccs2)CC1,-5%
Cc1cc2c(cc3c(SCc4ccccc4Cl)nnc(C)n32)o1,20%
CC(CNS(=O)(=O)c1ccccc1)(c1ccccc1)N1CCCCC1 (stereo not given),-1%
Cc1ccc([C@H]2C[C@H](n3cc(C4CC4)nn3)[C@@H](O)CN2C(=O)C2CCCCC2)cc1,2%
